GAA glycogen mod: qHTS Assay for Inhibitors and Activators of Human alpha-Glucosidase Cleavage of Glycogen; Lysosomal alpha-glucosidase (Homo sapiens), P10253; recombinant GAA, glycogen substrate, Amplex Red glucose oxidase fluorescence; Potency, µM (highest dose often 76.4 µM), for the others: top-dose activity change, negative = inhibition, most hits filed as inhibitors; actives 0.38% (n = 300,000); active means well fitted inhibition curve with a large enough effect; inconclusive means small, poorly fitted or top-dose-only effect, or another doubt; inactive means no such curve, though single readings can be large or run the other way;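 further: 0% = full enzyme reaction and -100% = no-enzyme basal signal; the screen sought inhibitors and activators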
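qHTS, 1536-well; enzyme 4 nM final; cpd up to 77 uM; substrate bovine liver glycogen 30 ug; 50 mM citrate/phosphate pH 5.0, 0.01% Tween-20; 37 C, 40 min; Amplex Red detection 45 min RT; Hill fit → AC50.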
* hit, by the source's call; ? = inconclusive; [ ] = dose if it differs, or a comment. Potency means the concentration at half of the fitted maximal effect. A portion of the library; the hit share may differ from the screen's.

Structure,GAA glycogen mod
CCOC(=O)c1csc(N/N=C2\CCCc3ccccc32)n1,-3.1%
C[C@@H]1C(=O)O[C@H]2[C@H](O)[C@@]34[C@H]5C[C@@H](C(C)(C)C)[C@]36[C@@H](OC(=O)[C@@H]6O)O[C@@]4(C(=O)O5)[C@@]12O,4.8%
COc1ccccc1Nc1ccc2nonc2c1[N+](=O)[O-],-1.4%[76.3 µM]
COc1ccc(C(=O)CC(=O)C(=O)Nc2ccccc2C(F)(F)F)cc1,1.4%
CCOC(=O)c1ccc(NC(=O)CSc2nncn2-c2cccnc2)cc1,13.2%[76.3 µM]
Cc1nnc(SCC(=O)Nc2cc(C(N)=O)cc(C(N)=O)c2)n1-c1ccccc1,-0.1%[76.3 µM]
Cc1ccc(OCCn2cc(C=O)c3ccccc32)cc1,0.5%[76.3 µM]
COc1cc2c(cc1OC)C(c1cccc(Br)c1)NC(=O)C2 (stereo not drawn),1.7%[76.3 µM]
O=C(Cc1ccc([N+](=O)[O-])cc1)Nc1ccc(C(=O)N2CCOCC2)cc1,-3.6%[76.3 µM]
O=C(NC1C2CCCC1CN(C1CC1)C2)c1ccc(Cl)cc1 (stereo not drawn),?
CC(C)n1c(SCC(=O)NC2CC2)nnc1-c1ccco1,2.0%[76.3 µM]
COc1ccc(CC(=O)N(Cc2ccccc2)C(C)C)cc1,-10.9%[76.3 µM]
Cc1ccnc(SCC(=O)Nc2cc(C)on2)n1,-2.0%[76.3 µM]
CCN(CC)CC(O)CN(c1ccccc1)S(=O)(=O)c1ccc2ccccc2c1 (stereo not drawn),-7.3%
O=C(Cc1ccccc1)Nc1ccc(NC(=O)c2ccco2)cc1Cl,4.9%
COc1cc(CC(NC(C)=O)C(=O)NC2CCN(C(=O)Nc3ccc(C)cc3)CC2)cc(OC)c1 (stereo not drawn),-10.1%
CCN(CC)CCn1c(NS(=O)(=O)c2ccc(Cl)cc2)nc2ccccc21,-4.0%
O=C(O)CSCC(=O)N1N=C2/C(=C/c3ccccc3)CCCC2C1c1ccccc1 (stereo not drawn),3.8%
Cc1cc(OCC(=O)NCc2ccccn2)c2c(C)c(Cc3ccccc3)c(=O)oc2c1,-1.7%[76.3 µM]
COc1ccc(N(CC(=O)N/N=C/c2ccc(F)cc2)S(=O)(=O)c2ccccc2)cc1,-3.7%

The closing 3 records of the part above are carried over, then new ones follow.
Structure,GAA glycogen mod
O=C(O)CSCC(=O)N1N=C2/C(=C/c3ccccc3)CCCC2C1c1ccccc1 (stereo not drawn),3.8%
Cc1cc(OCC(=O)NCc2ccccn2)c2c(C)c(Cc3ccccc3)c(=O)oc2c1,-1.7%[76.3 µM]
COc1ccc(N(CC(=O)N/N=C/c2ccc(F)cc2)S(=O)(=O)c2ccccc2)cc1,-3.7%
COC(=O)c1sc(N)c(C(=O)OC)c1COC(=O)C12CC3CC(CC(O)(C3)C1)C2,-1.1%
O=C(Nc1cccc(OC(=O)c2ccc(Br)o2)c1)c1ccccc1,-4.4%[76.3 µM]
O=C(Cc1ccc(Cl)cc1)Nc1cccnc1,-7.5%[76.3 µM]
Cc1ccc(CCNC(=O)C2CCC(=O)N2CCc2ccccc2)cc1 (stereo not drawn),5.6%
Cc1cc(C)c(S(=O)(=O)N/N=C/c2ccc3c(c2)OCO3)c(C)c1,-1.1%[76.3 µM]
COc1ccc(NC(=S)Nc2cccc3ccccc23)cc1OC,-2.6%[76.3 µM]
CCOc1ccc(CNC(c2ccccc2)c2ccccc2)cc1,-7.4%[76.3 µM]
CC(CCc1ccco1)N(C)S(=O)(=O)c1csc(C(N)=O)c1 (stereo not drawn),1.0%[76.3 µM]
COC(=O)/C(C#N)=C/c1c(N2CCN(c3ccc(OC)cc3)CC2)nc2c(C)cccn2c1=O,-4.3%
COc1ccc(C(=O)NC2CC2)cc1OC1CCN(C(C)CSC)CC1 (stereo not drawn),-2.8%[76.3 µM]
COc1ccc(CNC(=O)Cn2nc([N+](=O)[O-])c(Br)c2C)cc1OC,3.2%
O=C(C1CCN(Cc2ccc(Cl)cc2)CC1)N1CCN(Cc2ccc3c(c2)OCO3)CC1,-2.5%[76.3 µM]
C=CCN1C(=O)/C(=C/c2ccc(-c3ccc(F)cc3)o2)SC1=S,-25.8%[76.3 µM]
COc1cc(Br)c(CN2C(=O)NC3(CCCCCC3)C2=O)cc1OC,-5.5%
CNC(=O)NC(=O)C(OC(=O)CCNS(=O)(=O)c1ccccc1)c1ccccc1 (stereo not drawn),0.0%[76.3 µM]
CCC1Oc2ccccc2N(CC(=O)N2CCOCC2)C1=O (stereo not drawn),-8.9%[76.3 µM]
O=C(C1CCCN(S(=O)(=O)c2cc(Cl)ccc2Cl)C1)N1CCOCC1 (stereo not drawn),3.8%[76.3 µM]
Cc1ccc(NC(=O)c2cc3c(CO)cnc(C)c3oc2=Nc2cccc(C(N)=O)c2)cc1,0.1%
CC1CCCCN1CCCNC(=O)C1CCCN(c2ncnc3c2nc2n3CCCCC2)C1 (stereo not drawn),1.0%[76.3 µM]
Cc1c(C(=O)NCc2c(F)cc(F)cc2F)oc2ccc(S(=O)(=O)N3CCOCC3)cc12,3.7%
CCc1ccc(/C(C)=N/NS(=O)(=O)c2ccc(OC)cc2)s1,-0.1%[76.3 µM]
Cc1ccc(/C=C/C(=O)Nc2ccc(S(=O)(=O)Nc3cc(C)nc(C)n3)cc2)cc1,6.2%
CCOc1cc(/C=C/C(=O)c2ccc(OC)c(CN3CCOCC3)c2)cc(Br)c1O,-20.7%
CCN(CC)C(=O)c1ccc2c(=O)n(Cc3ccc4c(c3)OCO4)c(=S)[nH]c2c1,2.5%
COCCNC(=O)CCN1N=C(c2ccccc2)CCC1=O,7.6%
Cc1ccc(S(=O)(=O)N2CCN(CCNC(=O)C(=O)NCc3ccccc3)CC2)cc1,-4.1%
COc1nc(N(C)S(=O)(=O)c2ccc(C)cc2)nc(C)c1Br,7.9%[76.3 µM]
COCCNC(=O)C(c1ccc(F)cc1)N(Cc1ccccc1)C(=O)CCC(=O)Nc1ccccn1 (stereo not drawn),-1.6%
O=C1/C(=C\c2cccc(O)c2O)SC(=S)N1Cc1ccccc1,-1.8%[76.3 µM]
COCCn1c(=NC(=O)CSCC(=O)N2CCOCC2)sc2ccccc21,-0.5%[76.3 µM]
Cc1cc(C(C)(C)C)cc(C)c1CCNC(=O)c1ccc[n+]([O-])c1,-1.7%
Cc1ccc(S(=O)(=O)N(CC(=O)N2CCOCC2)c2ccc(C(C)C)cc2)cc1,-27.8%[76.3 µM]
COc1cc(C)nc(NS(=O)(=O)c2ccccc2Cl)n1,-3.7%[76.3 µM]
O=C(CCC1CCN(Cc2ccccc2O)CC1)NC1CC1,4.5%[76.3 µM]
NC(=O)CC(NC(=O)Cc1cccc2ccccc12)c1ccc(NCCN2CCCCC2)c([N+](=O)[O-])c1 (stereo not drawn),10.3%[76.3 µM]
FC(F)(F)c1cccc(-c2cc(C3CCNCC3)[nH]n2)c1,-0.6%
Cc1cc(=O)oc2cc(OCC(=O)Nc3ccc(CN4CCOCC4)cc3)ccc12,1.5%[76.3 µM]
COc1ccc(-c2cc(C(=O)NC3CCCCC3)no2)cc1OC,-6.5%
CC(C)c1ccc(C(C(=O)NC2CCCC2)N(C(=O)c2csnn2)C2CC2)cc1 (stereo not drawn),3.6%
CC1COc2ccccc2N1C(=O)c1ccccc1Cl (stereo not drawn),-7.1%
COc1cc2ccc(=O)oc2c(O[C@@H]2O[C@H](CO)[C@@H](O)[C@H](O)[C@H]2O)c1O,-4.1%
CCCc1ccc2oc(C(=O)NCCc3cnn(C)c3)c(C)c2c1,-0.8%[76.3 µM]
CCN1C(=NCCCCO)N[C@@H](c2ccccc2)C(C(=O)OC)=C1C,15.5%[76.3 µM]
COc1ccc(CN2CCN(C(=O)c3ccc(F)cc3)CC2)c(OC)c1,-2.7%[76.3 µM]
O=C(NCCc1cccnc1)C1CCC(=O)N(Cc2cccc(C(F)(F)F)c2)C1 (stereo not drawn),-12.8%[76.3 µM]
COc1cccc(CN(C)CC(=O)NCc2ccc(C)cc2)c1,-1.6%
O=C(CCCN1C(=O)/C(=C\c2cccs2)SC1=S)Nc1ccc(O)cc1,-0.9%
N#Cc1cccc(CN2CCCN(Cc3ccc(F)cc3)S2(=O)=O)c1,-16.5%
COc1ccc(CCNC(=O)CCC(=O)n2ncc3ccc(Cl)cc32)cc1OC,-8.4%[76.3 µM]
COc1ccccc1CNC(=O)C1CCN(S(=O)(=O)c2cccc3nonc23)CC1,2.4%

The listing continues:
Structure,GAA glycogen mod
CCOc1ccc(N2C(=O)CC(N3CCN(c4ccc([N+](=O)[O-])cc4)CC3)C2=O)cc1 (stereo not drawn),0.3%[76.3 µM]
Cc1ccc(CN2C(=O)CC(Nc3ccc(N4CCOCC4)cc3)C2=O)cc1 (stereo not drawn),3.5%[76.3 µM]
Cc1nc(SCC(=O)N2CCCCC2)c2c(C)c(C)sc2n1,1.4%
O=C(CN1CCN(c2cccc(Cl)c2)CC1)c1ccc(O)cc1O,-3.7%[76.3 µM]
Cc1ccc(NC(=S)NC2CCCC2)c(C)c1,-1.4%[76.3 µM]
Cc1cc(SCC(=O)NC2CCCC2)nc2ccccc12,-4.4%[76.3 µM]
COc1ccc(OC)c(NC(=O)CSc2nnc(-c3ccco3)o2)c1,2.1%[76.3 µM]
Cc1cc(C)nc(SCC(=O)c2ccc(Cl)cc2)n1,-0.3%
Cc1cc(C)cc(N(C(C)C(=O)N2CCCC2)S(C)(=O)=O)c1 (stereo not drawn),3.9%[76.3 µM]
Cc1ccc(-c2ccc(C#N)c(=O)n2CC(=O)N(C)C)cc1,-3.0%[76.3 µM]
CCOc1ccc(C(=O)Nc2cccc3cccnc23)cc1,5.0%[76.3 µM]
CCN1CCN(c2nc(NCCO)c3ccccc3n2)CC1,0.4%[76.3 µM]
CSc1ccc(CN(C)C(=O)CSCC(=O)Nc2cc(C)on2)cc1,-7.0%[76.3 µM]
COc1ccc(S(=O)(=O)N(CC(=O)NCc2ccncc2)c2ccc(C)cc2)cc1OC,6.0%
COc1cccc(C(C(=O)NC2CCCC2)N(Cc2cccnc2)C(=O)Cc2cccs2)c1 (stereo not drawn),1.8%
Cc1ccc(NC(=O)CN(C)S(=O)(=O)c2cnc[nH]2)c(C)c1,-4.1%[76.3 µM]
CN(c1ccc(Cl)cc1)S(=O)(=O)c1nnc(NC(=O)C(C)(C)C)s1,5.7%
Nc1cccc(NC(=O)c2ccco2)c1,-14.7%[76.3 µM]
COc1ccc(-c2cc(C)no2)cc1S(=O)(=O)N1CCN(c2ccc([N+](=O)[O-])cc2)CC1,-7.7%[76.3 µM]
Cn1ncc(Cl)c1C(=O)Nc1ccc2c(c1)CCC2,-3.8%[76.3 µM]

A few values from the entries so far.
Result of `CCN1CCN(c2nc(NCCO)c3ccccc3n2)CC1` under GAA glycogen mod: 0.4%[76.3 µM]
Result of `CCOc1ccc(C(=O)Nc2cccc3cccnc23)cc1` under GAA glycogen mod: 5.0%[76.3 µM]
Result of `Nc1cccc(NC(=O)c2ccco2)c1` under GAA glycogen mod: -14.7%[76.3 µM]
Result of `COc1ccc(S(=O)(=O)N(CC(=O)NCc2ccncc2)c2ccc(C)cc2)cc1OC` under GAA glycogen mod: 6.0%

Continued.
Structure,GAA glycogen mod
Cn1cnc2c1c(=O)[nH]c(=O)n2Cc1ccccc1,1.0%[76.3 µM]
CCc1noc(C)c1C(=O)Nc1ccccc1C(C)(C)C,-1.4%[76.3 µM]
CC1=C(C(=O)OC(C)C)C(c2ccc(O)cc2)NC(=O)N1 (stereo not drawn),-0.6%[76.3 µM]
Cn1c(SCC(=O)NCC2CCCO2)nc2c(c1=O)SCC2 (stereo not drawn),3.6%[76.3 µM]
Cc1cc(NC(=O)C(C)SCC(=O)Nc2ccc(SC(F)F)cc2)no1 (stereo not drawn),7.0%[76.3 µM]
CCOC(=O)C1CCN(c2ccccc2CN2CCN(c3ccccc3OCC)CC2)CC1,-4.5%
COc1ccc(-c2noc(CNC(=O)C(C)Oc3ccccc3)n2)cc1 (stereo not drawn),-5.8%[76.3 µM]
CC(CCN1C(Nc2ccccc2)=NC[C@@H]1C)c1ccccc1 (stereo partly drawn),-9.7%[76.3 µM]
CCc1ccc(OCCSc2nc3ccccc3n2CCC(=O)O)cc1,1.9%[76.3 µM]
O=C(CN1C(=O)S/C(=C\c2ccccn2)C1=O)Nc1ccc(F)cc1,2.9%[76.3 µM]
CS(=O)(=O)N(CC(=O)NCCSCc1cccc(Cl)c1)c1ccccc1F,-14.3%[76.3 µM]
O=C(Nc1ccncc1)OCc1ccccc1,5.7%[76.3 µM]
Cc1ccc(Sc2ccc(C(=O)N3CCOCC3)cc2[N+](=O)[O-])cc1,-6.0%
O=C(c1ccc(C(F)(F)F)n(Cc2ccc(Cl)cc2)c1=O)N1CCOCC1,1.5%
O=C(NCC1CCCO1)c1cc(S(=O)(=O)N2CCOCC2)ccc1Cl (stereo not drawn),-12.3%[76.3 µM]
Cc1ccc(S(=O)(=O)/N=C(/c2ccc(F)cc2)N(C)C)cc1,3.5%
Nn1c(SCC(=O)Nc2ccc3c(c2)OCCO3)nnc(CCC(=O)O)c1=O,-5.2%[76.3 µM]

Bioassay records (PubChem BioAssay)
